ULK1 inh: human ULK1 kinase inhibition, primary screen. inhibition, % at 5.96 µM. AlphaScreen Atg13 phosphorylation by ULK1, luminescence. 30,000 tested, 1.9% active. O75385; in the data active = inhibition above about 43%;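 note: 0% = median of compound wells and 100% = no enzyme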
Target sequence (O75385 whole entry, looked up): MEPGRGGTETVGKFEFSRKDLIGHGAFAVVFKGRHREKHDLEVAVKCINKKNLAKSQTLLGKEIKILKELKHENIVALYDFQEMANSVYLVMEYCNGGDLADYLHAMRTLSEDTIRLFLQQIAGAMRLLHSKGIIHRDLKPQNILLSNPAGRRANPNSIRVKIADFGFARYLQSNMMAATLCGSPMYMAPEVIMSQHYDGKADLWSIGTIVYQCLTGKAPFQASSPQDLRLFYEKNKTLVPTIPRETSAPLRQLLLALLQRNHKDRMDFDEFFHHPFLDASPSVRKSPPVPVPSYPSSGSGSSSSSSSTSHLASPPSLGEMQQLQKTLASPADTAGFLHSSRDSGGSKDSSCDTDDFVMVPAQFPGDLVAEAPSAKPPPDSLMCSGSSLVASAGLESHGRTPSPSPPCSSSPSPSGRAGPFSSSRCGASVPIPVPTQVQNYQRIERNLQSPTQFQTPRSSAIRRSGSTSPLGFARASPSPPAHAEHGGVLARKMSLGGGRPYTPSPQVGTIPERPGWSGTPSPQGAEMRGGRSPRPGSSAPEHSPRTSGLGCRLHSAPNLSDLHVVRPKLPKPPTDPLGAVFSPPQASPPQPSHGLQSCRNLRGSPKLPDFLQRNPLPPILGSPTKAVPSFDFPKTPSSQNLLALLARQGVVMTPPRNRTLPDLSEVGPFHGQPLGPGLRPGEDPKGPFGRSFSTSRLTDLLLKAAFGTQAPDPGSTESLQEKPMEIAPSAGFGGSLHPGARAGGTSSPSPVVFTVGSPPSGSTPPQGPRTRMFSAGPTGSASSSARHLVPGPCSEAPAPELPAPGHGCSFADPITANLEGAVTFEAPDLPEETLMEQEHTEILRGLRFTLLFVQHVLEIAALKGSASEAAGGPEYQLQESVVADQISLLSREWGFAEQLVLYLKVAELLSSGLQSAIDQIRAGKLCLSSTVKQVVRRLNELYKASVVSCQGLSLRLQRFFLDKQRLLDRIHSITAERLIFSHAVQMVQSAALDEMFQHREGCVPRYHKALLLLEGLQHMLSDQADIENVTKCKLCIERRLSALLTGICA
ASK1 primary: inhibitors of human ASK1 kinase | 22,000 tested, 0.99% active | AlphaScreen MKK6 phosphorylation by ASK1, luminescence | inhibition, % at 7.44 µM | Q99683 | AID 1159602; in the data active = inhibition above about 35%;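 note: 0% = median of compound wells and 100% = no enzyme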
The depositor's hits bear a star; . = not tested or not shown.

ULK1 inh	ASK1 primary	smiles
16	-5	CN(C)CCNC(=O)c1ccc2c(c1)CC(c1nc3ccc(-c4cn[nH]c4)cc3s1)CO2 (stereo unspecified)
44*	14	O=C(Nc1ccc(N2CCOCC2)cc1)c1cccc(Nc2ccc(-n3ccnc3)cc2)c1
32	-9	COc1ccc(-c2cccc3cnc(NC4CCN(C(=O)N5CCCC5)C4)nc23)cc1F (stereo unspecified)
-4	-10	CC(=O)Nc1ccc(Nc2nc(Nc3cnccn3)nc3nc[nH]c23)cc1
9	1	Cn1c(Nc2nc(NCCOc3ccccc3)c3ncn(-c4ccccc4)c3n2)nc2ccccc21
-7	-4	CCN(CC)c1nc(NCCO)nc(N2CCc3ccccc3C2)n1
-4	.	Cc1[nH]c2ccccc2c1C(=O)CN(C)C
-5	.	Cn1ccc(C(=O)NC(=S)Nc2sc3c(c2C#N)CCCC3)n1
4	-2	Cc1cccc(C(=O)NCc2ccccc2)c1N1CCC2(CC1)OCCO2
7	2	COc1cc(NC(=O)c2cncc(-c3ccc(C(=O)NC4CC4)cc3)c2)cc(OC)c1OC
-13	-15	O=C(Nc1ccc(-c2cn[nH]c2)cc1OCCCO)[C@H]1COc2ccccc2O1
0	1	Cc1nn(C)c(C)c1-c1cc(Nc2ccc(N3CCOCC3)cc2)ncn1
-16	-12	O=C(NCc1cccnc1)c1csc(-c2ccccc2)n1
6	13	CCCNc1nc(Nc2ccncn2)ncc1C
-9	-7	O=C1CCCN1CCCNc1nc(-c2cccs2)nc2nc[nH]c12
-10	.	CCOC(=O)C1(CCCCCCOc2ccc(Cl)cc2)CO1 (stereo unspecified)
2	4	COc1nc(Nc2cccnc2)nc(Nc2cc(OC)c(OC)c(OC)c2)n1
-3	.	Cc1cccc(C)c1NC(=O)C1CC(O)CN1C(=O)OCC(C)C (stereo unspecified)
2	3	COc1ccc(Nc2nccc(NCCCN3CCOCC3)n2)cn1
-29	6	Cc1ccc(-c2ncn(-c3ccc(Nc4ncc5cccc(-c6ccc(C)nc6)c5n4)cc3)n2)cn1
-5	.	CC1=CC(=O)OC1Cc1cc[n+](C)cc1 (stereo unspecified)
10	.	COC(=O)CN(c1ccc(OC)cc1)S(=O)(=O)c1ccc(C)c([N+](=O)[O-])c1
39	-15	O=C(NCCN1CCOCC1)c1cnc(Nc2ccccn2)s1
-7	.	COc1ccc(OC)c2c1cc(C(=O)O)n2C
-5	.	COc1ccc2cc(Br)ccc2c1
-3	-28	CC(=O)Nc1ccc(Nc2nc(-c3ccc(C(N)=O)cc3)nc3c2ncn3C2CCCCC2)cc1
6	-4	CC(C)n1cnc2c(NCc3cccc(C(F)(F)F)c3)nc(Nc3ccccn3)nc21
-2	-12	CCCn1cc(NC(=O)c2cc3ccccc3o2)cn1
-7	1	O=C(c1ccncc1)N1CCC(Oc2ccc(Br)cc2)CC1
0	-10	Cc1ccc(C(N)C(=O)N2CCC(Nc3ccc4[nH]ncc4c3)CC2)cc1 (stereo unspecified)

Sorted by value in ULK1 inh (high to low): three from the list above
| SMILES | ULK1 inh |
| --- | --- |
| O=C(NCCN1CCOCC1)c1cnc(Nc2ccccn2)s1 | 39 |
| COC(=O)CN(c1ccc(OC)cc1)S(=O)(=O)c1ccc(C)c([N+](=O)[O-])c1 | 10 |
| COc1ccc(OC)c2c1cc(C(=O)O)n2C | -7 |

(cont.)
ULK1 inh	ASK1 primary	smiles
12	.	O=C(NC(n1ccc(=O)[nH]c1=O)C(Cl)(Cl)Cl)c1ccc(Cl)cc1 (stereo unspecified)
1	8	CCCNc1nc(NC2CCN(Cc3ccccc3)CC2)nc2c1ncn2-c1ccsc1
2	.	CCNC(=O)c1cc2c(=O)n3cc(C)ccc3nc2nc1NCC
2	-4	Cc1cnc(N2CCN(Cc3ccc4c(c3)OCO4)CC2)nc1NCCN(C(C)C)C(C)C
4	18	CC(C)n1c(Nc2ccnn2C)nc2c(Nc3ccc(N4CCOCC4)cc3)ncnc21
3	5	Cc1noc(C)c1-c1cc(C(=O)NCc2nc3ccccc3[nH]2)ccn1
6	5	CC(=O)Nc1ccc(NC(=O)c2cnc(-c3ccccc3)s2)cc1
23	-11	O=C(NC1CC1)c1ccc(-c2nc(NCCN3CCOCC3)c3[nH]cnc3n2)cc1
0	.	COc1c(N2C[C@@H]3CCCN[C@@H]3C2)c(F)cc2c(=O)c(C(=O)O)cn(C3CC3)c12
4	22	Cc1cnc(Nc2cccc(N(C)C)c2)nc1NCc1ccccc1
20	-2	NCCOc1ccc(C(=O)Nc2ccc3[nH]ncc3c2)cn1
-30	5	CCN(CC)C(=O)C1CCCN(c2nc(Nc3cc(OC)c(OC)c(OC)c3)nc(N(CC)CC)n2)C1 (stereo unspecified)
6	22	c1ccc(Oc2ccc(Nc3nc(-c4ccccc4)nc4nc[nH]c34)cc2)cc1
1	-9	O=C(Nc1ccc2[nH]ncc2c1)c1ccc(OC2CCN(Cc3ccccc3)CC2)nc1
3	-1	CC(=O)Nc1ccc(NC(=O)c2cnc(Nc3ccnn3C)s2)cc1
-7	11	COc1cc(Nc2nc(Nc3ccccn3)nc3c2ncn3-c2ccsc2)cc(OC)c1OC
-1	.	c1cncc(-c2cc(N3CCCCC3)nc(-c3cccnc3)n2)c1
2	8	CC(=O)c1cccc(-c2nc(NCCOc3ccccc3)c3ncn(-c4ccsc4)c3n2)c1
-4	.	Cc1ccccc1S(=O)(=O)NC1OC(=O)C(Oc2ccccc2)=C1Br (stereo unspecified)
11	9	Nc1nc(N2CCc3ccccc3C2)nc2c1ncn2-c1ccccc1
5	.	CCNC(=O)CC1S/C(=N\N=C(/C)c2cccc(NC(C)=O)c2)NC1=O (stereo unspecified)
0	2	CCN(CC)C(=O)C1CCCN(c2nccc(NCc3ccccc3)n2)C1 (stereo unspecified)
-5	.	CCCc1ccc(S(=O)(=O)Nc2ccc3c(c2)CC(=O)N3C)cc1
12	.	CN1C2CCC1CC(OC(=O)C(CO)c1ccccc1)C2 (stereo unspecified)
13	-2	COc1ccc(Nc2nc(NCCCN3CCOCC3)c3cc(OC)c(OC)cc3n2)cc1
-13	7	O=C(NCc1ccccc1)c1cnc(N2CCc3ccccc3C2)s1
8	-15	c1ccc(Nc2nc(Nc3ccccn3)nc3c2ncn3-c2ccccc2)cc1
-7	-5	CCCNc1nc(-c2ccccc2)nc2c1ncn2C(C)C
5	-3	COc1nc(N)nc(-c2c(C)nn(C)c2C)n1
6	-2	CN(C)CCOc1cc(-c2cn[nH]c2)ccc1NC(=O)C1COc2ccc(C(=O)O)cc2C1 (stereo unspecified)
6	.	CCOC=C(C(=O)OCC)C(=O)OCC
9	.	NC(N)=NC(=O)c1nc(Cl)c(N)nc1N
14	0	COc1ccc(CCNC(=O)c2cccc(Nc3ccnn3C)n2)cc1
-12	.	C[n+]1ccc(C(=O)N/N=C/c2ccco2)cc1
-14	4	Cc1cnc(-c2ccccc2)nc1Nc1ccc(Oc2ccccc2)cc1
7	12	O=C(NCCc1ccc(O)cc1)c1cnc(N2CCN(Cc3ccc4c(c3)OCO4)CC2)s1
3	-9	c1ccc(Nc2cc(Nc3ccccn3)ncn2)cc1
15	-16	CCCNc1cc(Nc2cnccn2)nc(N)n1
-4	.	COc1ccc2occ(C(=O)COc3ccc(Br)cc3C#N)c2c1
2	15	CC(=O)Nc1ccc(Nc2nc(Nc3cccc(N(C)C)c3)nc3c2ncn3CCN2CCCC2=O)cc1
-11	-23	CCCNc1nc(NC2CCC(O)CC2)ncc1C (stereo unspecified)
-9	-4	CC(=O)Nc1ccc(NC(=O)c2cccc(-c3cccc(N)c3)n2)cc1
15	2	Cc1noc(C)c1-c1nc(NCCN2CCOCC2)c2[nH]cnc2n1
-3	-16	Cc1cncc2c(S(=O)(=O)N3CC[C@H](NC(=O)OC(C)(C)C)C3)cccc12
-1	.	NC(=O)[C@@H]1CCCN1C(=O)[C@@H](Cc1cnc[nH]1)NC(=O)[C@@H]1CCC(=O)N1
-2	-1	CC(=O)c1cccc(-c2nc(NCc3ccccc3)c3[nH]cnc3n2)c1
-5	.	Cn1c(-c2cccc([N+](=O)[O-])c2)cnc1NCc1ccc(C#N)cc1
2	-8	COc1cc(NC(=O)c2cccc(-c3ccc(C(=O)NC4CC4)cc3)n2)cc(OC)c1OC
6	23	c1ccc(-n2cnc3c(Nc4ccc(N5CCOCC5)cc4)nc(N4CCc5ccccc5C4)nc32)cc1
-22	31	c1ccc(-c2ncn(-c3ccc(Nc4nccc(-c5cncc(N6CCOCC6)c5)n4)cc3)n2)nc1
51*	1	O=C(Nc1cccc(Nc2nccc(-c3ccc4nc(C5CC5)[nH]c(=O)c4c3)n2)c1)N1CCCC1
-11	.	O=C1NC(c2cccc(F)c2)=N/C1=C/c1ccccc1
12	20	Cc1cnc(-c2ccc(C(=O)NC3CC3)cc2)nc1Nc1ccc(Oc2ccccc2)cc1
27	-9	CN(C)CCN(CC1CCCC1)C(=O)Nc1ccc(-c2cn[nH]c2)cc1N(C)CCN(C)C
53*	6	CC1CN(c2ncn(-c3ccc(Nc4ncc5ccc(-c6cnn(C)c6)c(Cl)c5n4)cc3)n2)CC(C)O1 (stereo unspecified)
3	.	O=C1OC/C(=C(/O)c2ccc(Cl)cc2)C1=O
0	-10	Cc1ncn(-c2ccc(Nc3ncc4cccc(-c5ccccc5F)c4n3)cc2)n1
10	0	COc1ccc(CCNc2cc(Nc3nc4ccccc4n3C)ncn2)cc1
-24	1	COc1cc(NC(=O)c2cccc(-n3cc(NC(=O)Cc4cccc(C)c4)cn3)c2)cc(OC)c1
-26	-15	FC(F)(F)c1ccc(Cn2cnc3c(NCc4cccnc4)nc(Nc4ccccc4)nc32)cc1

6 of these compounds, reformatted.
structure | ULK1 inh | ASK1 primary
CC(=O)Nc1ccc(NC(=O)c2cccc(-c3cccc(N)c3)n2)cc1 | -9 | -4
Cc1noc(C)c1-c1nc(NCCN2CCOCC2)c2[nH]cnc2n1 | 15 | 2
Cc1cncc2c(S(=O)(=O)N3CC[C@H](NC(=O)OC(C)(C)C)C3)cccc12 | -3 | -16
NC(=O)[C@@H]1CCCN1C(=O)[C@@H](Cc1cnc[nH]1)NC(=O)[C@@H]1CCC(=O)N1 | -1 | .
CC(=O)c1cccc(-c2nc(NCc3ccccc3)c3[nH]cnc3n2)c1 | -2 | -1
Cn1c(-c2cccc([N+](=O)[O-])c2)cnc1NCc1ccc(C#N)cc1 | -5 | .

Continued.
ULK1 inh	ASK1 primary	smiles
2	.	COCCn1c(C)cc(O)c(C(c2ccccn2)N2CCN(c3ccccn3)CC2)c1=O (stereo unspecified)
16	6	N[C@@H](Cc1ccc(Cl)cc1)c1nc2ccc(-c3cn[nH]c3)cc2c(=O)[nH]1
1	9	NC(C(=O)N1CCC(c2nc(-c3ccncc3)no2)CC1)c1ccc(Br)cc1 (stereo unspecified)
2	-24	CC(=O)c1cccc(-c2ncc(C)c(NC3CCN(Cc4ccccc4)CC3)n2)c1
1	-1	CC(=O)c1cccc(-c2nc(Nc3ccc(Oc4ccccc4)cc3)c3ncn(-c4ccccc4)c3n2)c1
9	-19	COc1cccc(CN(CCN(C)C)C(=O)[C@@H](Cc2ccc(-c3cn[nH]c3)cc2)NC(=O)C(C)O)c1 (stereo partly specified)
7	6	Cc1cc(NCCO)nc(NCCN2CCOCC2)n1
2	2	O=C(Nc1ccc(N2CCOCC2)cc1)c1cccc(-n2ncc3c2CCC(Nc2ccccc2)C3)c1 (stereo unspecified)
-3	-2	COc1ccc(-c2nc(Nc3ccc(N4CCOCC4)cc3)nc(OC)n2)cn1
-4	.	CCNc1nc(NCC)nc(NC(N)=S)n1
-2	.	COC1=CC(=O)C[C@@H](C)[C@]12Oc1c(Cl)c(OC)cc(OC)c1C2=O
-3	5	CN1CCN(C(=O)c2ccc(-c3nc(NCc4ccccc4)c4ncn(-c5ccsc5)c4n3)cc2)CC1
-3	.	C#CCN[C@@H]1CCc2ccccc21
4	.	CC(=O)Oc1cccc(C)c1
24	2	COc1ccc(C(=O)N[C@H](Cc2ccccc2)c2nc(-c3ccncc3)n[nH]2)cc1
-8	17	COc1cc(NC(=O)c2cnc(-c3csc4ccccc34)s2)cc(OC)c1OC
-1	.	Cc1cn([C@H]2C[C@H](N=[N+]=[N-])[C@@H](CO)O2)c(=O)[nH]c1=O
-24	22	COc1cc(Nc2nc(N3CCN(Cc4ccc5c(c4)OCO5)CC3)nc3c2ncn3Cc2ccc(C(F)(F)F)cc2)cc(OC)c1OC
7	6	COc1ccc(CCNc2cc(C)nc(N3CCOCC3)n2)cc1
12	19	Cn1ncc(-c2ccnc(Nc3ccc(N4CCOCC4)cc3)c2)c1Nc1ccccc1
0	.	CCn1cc(C(=O)O)c(=O)c2cc(F)c(N3CCNCC3)cc21
7	32	c1ccc(CN2CCC(Nc3nc(Nc4ccc(N5CCOCC5)cc4)nc4c3ncn4-c3ccccc3)CC2)cc1

Record cards, from the list above. Values in the order: ULK1 inh, ASK1 primary
`C#CCN[C@@H]1CCc2ccccc21` across the screens: -3, .
`N[C@@H](Cc1ccc(Cl)cc1)c1nc2ccc(-c3cn[nH]c3)cc2c(=O)[nH]1` across the screens: 16, 6
`CC(=O)Oc1cccc(C)c1` across the screens: 4, .

Assay outcomes from PubChem BioAssay.
